Assay outcomes as filed in PubChem.
Lipid storage S3: qHTS Assay for Lipid Storage Modulators in Drosophila S3 Cells; actives 0.64% (n = 320,000); AID 2685; Potency in µM for hits, for the others lipid storage change, negative = inhibition, % at the top dose, mostly 46.1 µM; Drosophila S3 cells, BODIPY lipid droplet fluorescence, 18-24 h; cells fed with added oleic acid; active means well fitted inhibition curve with a large enough effect in the signal ratio, with a control signal flat, not every such curve was filed as active; inconclusive means small, poorly fitted or top-dose-only effect, or effect the other way, or a change in a side signal; the % refers to the signal ratio
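Laser-scanning cytometry quantifies lipid droplet accumulation (500–530 nm total intensity; droplet/cell object ratio) in oleic acid-fed (400 uM added) Drosophila S3 cells treated with a concentration series. 20 uM Triacsin C defined 100% inhibition.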
Lipid storage S3 cell count max: further read-out of Lipid storage S3, marked with its call; cell number change, %; measured here: cell count max response;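 cells counted by Cell Tracker Red CMTPX staining in the red channel; peak over a dose series mostly up to 46.1 µM; percent activity relative to internal control wells on each plate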
* marks the source's active call; other numbers are inactive results; i = inactive; ? = inconclusive; . = no result given; [ ] = remark or other dose. On the % scale 0 is the no-effect control and ±100 the full control effect; potency means the concentration at half of the fitted maximal effect.

Results follow in this order: Lipid storage S3 cell count max, Lipid storage S3
CC(=O)Cc1cc(=O)c2c(C)cc(O)c(C3OC(CO)C(O)C(O)C3O)c2o1 (stereo not drawn)
 : -1, -2%
C/C(=N\NC(=O)c1ccc(N2CCCC2=O)cc1)c1ccncc1
 : ., ?
Cc1ccc(S(=O)(=O)N[C@H](C(=O)N2CCC3(O)CCCCC3C2)c2ccccc2)cc1 (stereo partly drawn)
 : ., ?
CCOc1ccccc1N1CCN(CC(=O)Nc2ccnn2C2CCCC2)CC1
 : ., ?
Cc1ccc(C(=O)CCC(=O)OCC(=O)N2c3ccccc3NC(=O)C2(C)C)cc1
 : -21, -1%[0.0737 µM]
CCC1=Nc2cc(C(=O)NCCN3CCOCC3)ccc2Sc2ccc(C)cc21
 : ., ?
CC(=O)OC[C@H]1O[C@H](CCO/N=C(\C)CCN2CCCc3nc(C)c(C)cc32)C=C[C@@H]1OC(C)=O
 : 6, 0%
O=C(CSc1nc2ccccc2[nH]1)Nc1ccc2c(c1)CCC2
 : ., ?
Cc1ccc(S(=O)(=O)/N=C(\c2ccc(F)cc2)n2c(C)nc3ccccc32)cc1
 : -15, -2%
CNc1nc(N)c([N+](=O)[O-])c(Nc2cccc(F)c2)n1
 : ., ?

Whole records as entered above. Screens in order: Lipid storage S3 cell count max	Lipid storage S3
CC(=O)OC[C@H]1O[C@H](CCO/N=C(\C)CCN2CCCc3nc(C)c(C)cc32)C=C[C@@H]1OC(C)=O in the list: 6	0%
C/C(=N\NC(=O)c1ccc(N2CCCC2=O)cc1)c1ccncc1 in the list: .	?
CC(=O)Cc1cc(=O)c2c(C)cc(O)c(C3OC(CO)C(O)C(O)C3O)c2o1 (stereo not drawn) in the list: -1	-2%
Cc1ccc(C(=O)CCC(=O)OCC(=O)N2c3ccccc3NC(=O)C2(C)C)cc1 in the list: -21	-1%[0.0737 µM]
O=C(CSc1nc2ccccc2[nH]1)Nc1ccc2c(c1)CCC2 in the list: .	?

More compounds follow.
Results follow in this order: Lipid storage S3 cell count max, Lipid storage S3
Cc1noc(NS(=O)(=O)c2ccc(N/C=C\C(=O)c3cccs3)cc2)c1C
 : 3, 0%
COc1ccc(OCC(O)CN2CCNCC2)cc1 (stereo not drawn)
 : 11, i
Cc1ccc2c(CC(=O)NC3CCCc4ccccc43)coc2c1 (stereo not drawn)
 : 1, 10%
C/C(=N\NC(=S)NC1CCCCC1)c1ccc(O)cc1
 : ., ?
Cc1cccc(NC(=O)CN2CCN(CC(=O)NCc3ccc(Cl)cc3Cl)CC2)c1C
 : ., ?
CN(NC(=O)C1CC(=O)N(c2ccccc2)C1)C1=NS(=O)(=O)c2ccccc21 (stereo not drawn)
 : ., ?
CCOC(=O)c1c(-c2ccccc2)cn2ccccc12
 : -14, -1%
O=C(CCNC(=O)C1CCN(S(=O)(=O)c2ccccc2)CC1)NCc1ccncc1
 : ., i
COc1ccc2nc(SCC(=O)NCC(F)(F)F)[nH]c2c1
 : ., i
Cc1ccc(NC(=O)CSCC(=O)Nc2ncc3c(n2)CC(c2ccco2)CC3=O)cc1 (stereo not drawn)
 : ., ?

A stretch from further up, as a working copy:
Results follow in this order: Lipid storage S3 cell count max, Lipid storage S3
Cc1noc(NS(=O)(=O)c2ccc(N/C=C\C(=O)c3cccs3)cc2)c1C
 : 3, 0%
COc1ccc(OCC(O)CN2CCNCC2)cc1 (stereo not drawn)
 : 11, i
Cc1ccc2c(CC(=O)NC3CCCc4ccccc43)coc2c1 (stereo not drawn)
 : 1, 10%

More entries follow.
Results follow in this order: Lipid storage S3 cell count max, Lipid storage S3
COc1ccc(OCC(O)CNS(=O)(=O)c2cccs2)cc1 (stereo not drawn)
 : 17, 10%
COCCNC(=O)/C(C#N)=C/c1ccc(OCc2ccc(F)cc2)cc1
 : 20, 0%
CCOc1ccc(C2C=C(c3ccc(C)cc3)Nc3nnnn32)cc1 (stereo not drawn)
 : ., ?
COc1ccc(CNC(=O)NCc2ccc(OC)c(OC)c2)cc1OC
 : ., ?
CC(C)N1CCc2c(sc(NC(=O)Cc3ccccc3)c2C(N)=O)C1
 : ., ?
NC(=O)c1ccsc1NC(=O)COC(=O)C1=NNC(=O)CC1
 : ., ?
COC(=O)C1=C(C)NC(=S)N(C(C)=O)C1c1ccc(OC)c(OC)c1 (stereo not drawn)
 : ., ?
CC(C)(C)c1ccc(-c2c(C(=O)O)c(C(=O)O)c3n2CSC3)cc1
 : 3, -3%
COc1ccc(CNC(=O)c2cccc(S(=O)(=O)N3CCN(C)CC3)c2)cc1
 : -11, -5%
COc1ccc2oc(C)c(C(=O)NN)c2c1
 : ., ?
C=CCSc1nc2sc(C)c(C)c2c(=O)n1CC=C
 : 22, -21%
CN(c1ccc(C(=O)Nc2cccc(O)c2)cc1)S(=O)(=O)c1ccccc1
 : ., ?
CCCn1nnnc1NCc1c(Cl)cccc1Cl
 : ., ?
CN(c1cccc(NC(=O)COc2ccccc2)c1)S(C)(=O)=O
 : ., i
CN(C(=O)COC(=O)COc1ccc2ccccc2c1)c1c(N)n(Cc2ccccc2)c(=O)[nH]c1=O
 : 2, -5%
C#CCOc1ccc(OC)cc1C(c1c(C)[nH][nH]c1=O)c1c(C)[nH][nH]c1=O
 : ., ?
CC(C)CN(C(=O)COC(=O)c1cc2c(s1)CCC2)C1CCS(=O)(=O)C1 (stereo not drawn)
 : 8, 17%
Cc1ccc2nc(CSc3nnc(Nc4ccccc4F)s3)cc(=O)n2c1
 : 3, -1%
COC(=O)CN1C(=O)C2(OCCCO2)c2cc(Br)ccc21
 : ., ?
O=c1oc2ccccc2c(Nc2ccccc2)c1CN1CCCCC1
 : ., ?
COc1ccc(S(=O)(=O)n2ccc(-c3ccc(OCCN(C)c4ccccn4)cc3)n2)cc1
 : 8, -3%
COc1cc(C(=O)N2CCN(S(=O)(=O)c3cccc(F)c3)CC2)ccc1OCC(=O)N1CCOCC1
 : ., ?
CCCCC1(C(=O)OCC)CC(CN2CCOCC2)OC1=O (stereo not drawn)
 : ., ?
Cc1cc(Nc2nc3ccccc3nc2Cl)n(-c2ccccc2C)n1
 : 14, i
COc1cc(CCCN2C(=O)C(=O)NC[C@@H]2CCCCN)cc(OC)c1OC
 : -9, 12%
Cc1ccc(OCCOc2ccc(Br)cc2)c([N+](=O)[O-])n1
 : 0, 23%
Cc1ccc(CN(c2ccc(C(=O)NCc3cccnc3)cc2)S(C)(=O)=O)cc1
 : ., ?
c1ccc(CNc2c3c(nc4ncnn24)CCC3)cc1
 : 7, 13%
c1n[nH]c(NC2=NCCC2)n1
 : -14, -2%
CCn1cc(C(=O)NCc2ccccc2Cl)cn1
 : ., ?
O=C(c1cc(F)ccc1F)C1CCCN(C(=O)c2cccs2)C1 (stereo not drawn)
 : -11, 0%
CC(OC(=O)c1ccc(Cl)c(S(=O)(=O)Nc2ccc(F)cc2)c1)C(=O)NC(N)=O (stereo not drawn)
 : 18, 6%
CCc1cc(=O)oc2c(C)c(OCC(=O)N3CCC[C@@H]3C(=O)O)ccc12
 : -8, 1%
O=C1CN(C(=O)c2ccccc2C(=O)O)c2ccccc2N1
 : 30, 15%
O=C(CNC(=O)N1CC(=O)Nc2ccccc21)NCCc1cccc(F)c1
 : 29, i
NC(=O)C1CCN(C(c2ccccc2Cl)c2nnnn2CC2CCCO2)CC1 (stereo not drawn)
 : 0, 1%
CCN(C(=O)c1ccc(Cl)cc1[N+](=O)[O-])c1ccccc1C
 : ., ?
Cc1ccc(COc2ccc(Br)cc2/C=N/O)cc1
 : ., ?
CN1C(=O)N(CC(=O)N2CCN(S(=O)(=O)c3ccc4c(c3)CCC4)CC2)C(=O)C12CCCCC2
 : ., ?
COc1ccc(C(=O)/C=C/C(=O)N(Cc2ccc(F)cc2)C(C(=O)NC2CCCCC2)c2ccncc2)c(O)c1 (stereo not drawn)
 : ., ?
Cc1ccc(OCC(=O)Oc2c(C)cccc2C)cc1C
 : ., ?
Cc1c(C(=O)Nc2nc3ccccc3[nH]2)cccc1[N+](=O)[O-]
 : -5, 12%
Cc1cc(C2(c3cc(C)c(NC(=O)CN4CCOCC4)c(C)c3)CCCCC2)cc(C)c1NC(=O)CN1CCOCC1
 : ., ?
CCCCCc1nnc(NS(C)(=O)=O)s1
 : 25, 13%
COc1ccc(CCN(C(=O)c2snc(C(N)=O)c2N)C(C)C(=O)NC2CCCCC2)cc1OC (stereo not drawn)
 : ., ?
Cn1c(=O)c2c(nc(N3CCCCC3)n2CCCNC2=NCCCC2)n(C)c1=O
 : ., i
Cc1ccc(N2CCN(CCc3nc4cc(NS(C)(=O)=O)ccc4n3C)CC2)cc1
 : ., i
COc1ccc(-c2cc(CNS(=O)(=O)c3ccc(F)cc3)on2)cc1
 : ., ?
O=C(OCCN1CCOCC1)C(c1ccccc1)c1ccccc1
 : -7, 8%
O=C(N/N=C\c1ccc[nH]1)C1COc2ccccc2O1 (stereo not drawn)
 : ., ?

(further entries)
Results follow in this order: Lipid storage S3 cell count max, Lipid storage S3
Cc1cccc(CSc2nc3[nH]ncc3c(=O)[nH]2)c1
 : ., ?
CC(=O)c1ccc(NS(=O)(=O)c2c(C)cc(C)cc2C)cc1
 : ., ?
CCOC(=O)C(=O)N1CCN(c2nc(-c3ccc(Cl)cc3)cs2)CC1
 : ., ?
Cc1ccc(N(CC(=O)NCCc2ccc(F)cc2)S(=O)(=O)c2ccc(Cl)c([N+](=O)[O-])c2)c(C)c1
 : ., ?
COc1cccc(C2CCCN2Cc2nc(CCC(C)C)no2)c1 (stereo not drawn)
 : ., ?
CCCCn1c2c(c(=O)n(C)c1=O)C(c1ccc(OC)cc1)N1CCCCCC1=N2 (stereo not drawn)
 : 3, -5%
CC(=O)C1=C(C)OC(N)=C(C#N)C1c1cccc2ccccc12 (stereo not drawn)
 : 6, 8%
CSC1=NC(=O)/C(=C\c2cccc3ccccc23)S1
 : ., ?
N/C(=N\OC(=O)Cc1ccccc1[N+](=O)[O-])c1cccc(Br)c1
 : -2, -2%
Cc1ccc2nc3cc([N+](=O)[O-])cc([N+](=O)[O-])c3cc2c1
 : ., ?
O=C(COC(=O)c1ccc(Br)o1)NC1CCCc2ccccc21 (stereo not drawn)
 : ., ?
COc1ccccc1CNC(=O)COC(=O)c1cc(S(=O)(=O)N2CCOCC2)ccc1Cl
 : ., 24%
CCCNC(=O)Cn1c(=O)n(C)c2ccccc21
 : 14, -1%
Cc1cccc(Cn2c(=O)oc3ccc(C)cc32)c1
 : 3, 20%
COC(=O)c1c(C)noc1-c1snnc1C
 : 11, 7%
COc1cc(CN2CCNC(=O)C2CC(=O)N2CCCN(C(C)=O)CC2)cc(OC)c1 (stereo not drawn)
 : 28, i
COc1c(Br)cc([N+](=O)[O-])c(OC)c1C(=O)NC(=O)Nc1cc(Cl)cc(Cl)c1
 : 8, 18%
CC1CC(C)CN(c2cc3c(cc2[N+](=O)[O-])C(=O)N(c2ccccc2)C3=O)C1 (stereo not drawn)
 : ., ?
CCOc1ccc(N(CC(=O)NC2CCCCC2)C(=O)Cn2nnc(-c3ccc(C)o3)n2)cc1
 : ., ?
CCOC(=O)C1(Cc2ccccc2)CCN(Cc2cn(CC(=O)OC)c3ccccc23)CC1
 : 0, 8%
Cn1nc(N2CCN(S(=O)(=O)c3ccccc3)CC2)c(=O)n(C)c1=O
 : ., ?
CC(=O)Nc1cc(NC(C)=O)ncn1
 : 18, 2%
O=C(NC(=S)N1CCCC(C(F)(F)F)C1)c1ccc(F)cc1 (stereo not drawn)
 : ., ?
O=S(=O)(c1cccc(C(F)(F)F)c1)N1CCN(C(=S)NC2CC2)CC1
 : 12, -5%
Cc1c(CNCCc2ccc(Cl)cc2)c(C(=O)O)c(C)n1-c1ccccc1
 : ., ?
CCOC(=O)C1CCN(C(=O)c2cccc(S(=O)(=O)N3CCc4ccccc43)c2)CC1
 : ., ?
CCOc1ccc(CN2CCN(Cc3ccon3)CC2CCO)cc1 (stereo not drawn)
 : 4, 10%
O=C(CN1C(=O)c2ccccc2S1(=O)=O)NCCSc1ccccc1
 : ., ?
Cc1cc(/C(N)=N/OC(=O)c2ccccc2Cl)no1
 : ., 0%
CCn1c(SCc2ccc([N+](=O)[O-])cc2)nnc1C(C)NC(=O)c1ccccc1Br (stereo not drawn)
 : ., 4%
Cc1cc(C)c2c(CC(=O)NNC(=O)c3ccccc3)coc2c1
 : ., ?
O=C(NCCCN1CCOCC1)c1cc(Cl)ccc1Cl
 : ., ?
Cc1ccc(CCNC(=O)CCSCc2ccc(Cl)cc2)cc1
 : 13, 2%
CCCCCCCCN=C1NC(=O)CS1
 : ., i
CC(C)(C)NC(=O)c1ccc2c(c1)N(CC(=O)NC1CCCC1)C(=O)C(C)(C)O2
 : -4, i
CCCCNC(=O)c1ccc(S(=O)(=O)c2ccc(Cl)cc2)c(NC(C)=O)c1
 : ., ?
Cc1nc(SCC(=O)NCc2ccco2)[nH]c(=O)c1C
 : ., ?
CC12CCC(C(=O)n3c1nc1ccccc13)C2(C)C (stereo not drawn)
 : 2, -3%
CC1(OC(=O)C2CCCC2)C(=O)C=C2C=C(c3ccsc3)N(C3CC3)C=C2C1=O (stereo not drawn)
 : 10, 4%
O=C(CS(=O)(=O)c1ccc(F)cc1)Nc1nnc(-c2ccccc2Cl)o1
 : ., ?
CCc1cccc(CC)c1NC(=O)COC(=O)C1(c2ccc(Cl)cc2)CCCC1
 : 4, 15%
Cc1nn(-c2nnc(C)c(=O)[nH]2)c(C)c1SCC(=O)Nc1ccc(C(C)C)cc1
 : ., i
COc1ccc(-n2c(Cc3cccn3C)nnc2SCC(=O)Nc2ccc(C(C)=O)cc2)cc1
 : ., ?
O=C(c1cnc2ccccc2n1)N1CCN(c2ccc(C(F)(F)F)cn2)CC1
 : ., ?
CCC1CO/C(=C(\C(Cl)=C(Cl)Cl)[N+](=O)[O-])N1 (stereo not drawn)
 : ., ?

Not all compounds are listed, so the mix of outcomes need not match the whole.
